OPRM1-OPRD1 ag: agonists of human mu-delta opioid receptor heterodimerization. cells, OPRM1-OPRD1 heterodimerization, luminescence. activation, % at 9.3 µM. actives 0.3% (n = 340,000); in the data active = activation above about 18%;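 also: 0% = vehicle-treated cells and 100% = reference agonist; values of inactives mirror those of a sister screen read the other way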
OPRM1-OPRD1 inv: inverse agonist of human OPRM1-OPRD1 heterodimerization; P35372+P41143; cell-based MOR-DOR heterodimer luminescence, inverse agonism; inhibition, % at 9.3 µM; actives 0.21% (n = 340,000); AID 504357; in the data active = inhibition above about 22%, passing the limit was not always enough;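 also: 0% = cells with DMSO and 100% = wells without cells with DMSO; values of inactives mirror those of a sister screen read the other way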
CAL PDZ FP: blocks peptide binding to the human CAL PDZ domain; Q9HD26; purified CAL PDZ, TMR-peptide fluorescence polarization, 1 h; inhibition, % at 24.9 µM; actives 0.92% (n = 300,000); AID 602252;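 active = mean inhibition of at least 30% with at least half of replicates also reaching 30%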;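 also: 0% = DMSO neutral control and 100% = excess unlabeled competitor peptide PRC23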
V-ATPase pH: yeast V-ATPase proton transport regulation by pHLuorin; S. cerevisiae, pHLuorin cytosolic pH fluorescence; response, % at 10 µM; actives 0.37% (n = 350,000); in the data active = response mostly above about 7.3%, no sharp cut-off; inactive = mostly below about 5.4%; also: actives read high; inactives centre near 0; some compounds called inactive have numbers as strong as hits; reference of the scale not given here
Keap1-Nrf2 PPI: disrupts human Keap1 binding to Nrf2 peptide | inhibition, % at 9.4 µM | Keap1 Kelch-Nrf2 peptide fluorescence polarization, 1536-well | Q14145 | actives 0.15% (n = 340,000); in the data active = inhibition above about 12%;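 also: human Keap1 Kelch domain with fluorescein labeled Nrf2 9mer peptide probe; 0% = neutral control wells and 100% = peptide positive control; higher means more block of Keap1 binding to Nrf2 peptide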
Target sequence (Q14145 whole entry, looked up, the tested form may be a part): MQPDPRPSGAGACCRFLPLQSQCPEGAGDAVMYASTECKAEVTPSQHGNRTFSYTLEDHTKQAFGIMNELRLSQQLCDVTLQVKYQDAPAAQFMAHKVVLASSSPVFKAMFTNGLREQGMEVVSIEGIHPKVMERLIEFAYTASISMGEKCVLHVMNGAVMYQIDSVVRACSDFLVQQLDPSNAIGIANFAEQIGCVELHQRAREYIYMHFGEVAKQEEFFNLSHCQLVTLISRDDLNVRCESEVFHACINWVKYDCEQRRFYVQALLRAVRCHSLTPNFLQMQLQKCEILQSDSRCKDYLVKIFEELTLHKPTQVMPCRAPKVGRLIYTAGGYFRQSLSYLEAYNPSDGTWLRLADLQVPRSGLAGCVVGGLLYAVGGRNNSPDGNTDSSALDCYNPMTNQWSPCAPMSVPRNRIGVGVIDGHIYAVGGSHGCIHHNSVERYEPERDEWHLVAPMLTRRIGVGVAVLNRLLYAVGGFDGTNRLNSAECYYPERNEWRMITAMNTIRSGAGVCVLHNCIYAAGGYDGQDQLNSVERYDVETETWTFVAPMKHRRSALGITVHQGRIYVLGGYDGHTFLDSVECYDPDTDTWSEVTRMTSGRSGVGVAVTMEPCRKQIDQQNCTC
Cardiac RTF inh: cardiac RTF calcium desensitization; IANBD-labeled cardiac RTF, Ca2+ fluorescence; actives 0.12% (n = 340,000); inhibition, % at 7.15 µM; AID 493244;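 active = inhibition above the mean inhibition of all tested compounds plus 3 SD, cut at about 17% in these data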;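 also: assay run at fixed EC70 calcium of 1.6 mM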
HTR5A ag ctr: HTR5A agonism, opioid heterodimer counter-screen | P47898 | HTR5A agonist assay, luminescence, cell-based | activation, % at 9.3 µM | actives 0.61% (n = 340,000) | AID 504692; in the data active = activation mostly above about 9.5%, no sharp cut-off; inactive = mostly below about 7.6%;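 also: 0% = cells with vehicle only and 100% = reference agonist; strong numbers were not always called active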
Target sequence (P47898 whole entry, looked up): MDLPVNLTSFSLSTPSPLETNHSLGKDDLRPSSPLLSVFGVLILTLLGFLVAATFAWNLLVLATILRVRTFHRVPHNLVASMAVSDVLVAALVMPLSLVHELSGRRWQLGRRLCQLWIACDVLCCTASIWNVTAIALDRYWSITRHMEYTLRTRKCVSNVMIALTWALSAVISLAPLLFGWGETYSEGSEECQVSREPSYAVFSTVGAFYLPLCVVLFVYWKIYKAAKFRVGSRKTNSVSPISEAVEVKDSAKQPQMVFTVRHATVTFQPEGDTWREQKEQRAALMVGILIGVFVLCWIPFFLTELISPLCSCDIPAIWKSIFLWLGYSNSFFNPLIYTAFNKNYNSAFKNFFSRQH
RTF Ca sens act: increases calcium sensitivity of human cardiac regulated thin filaments; P19429+P45379; IANBD-labeled TnC RTF fluorescence at EC20 calcium; 0% EC20 calcium, 100% full calcium; activation, % at 7.2 µM; actives 0.24% (n = 340,000);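 active = activation above the mean over all tested compounds plus 3 SD, cut at about 30% in these data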;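 also: rise in fluorescence read as greater calcium sensitivity of cardiac thin filaments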
LANA DNA inh: KSHV C-LANA DNA binding inhibition; actives 0.078% (n = 340,000); inhibition, % at 9 µM; MBP-C-LANA/FAM-LBS DNA binding, fluorescence polarization; AID 504423;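 active = highest replicate inhibition at or above 60% at 9 µM, even if other replicates fall short; inactive = all replicates below 60% inhibition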;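 also: 0% = neutral control wells and 100% = 4 µM acridine orange control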
HTR5A inv ctr: inverse agonist of human HTR5A in OPRM1-OPRD1 counter-screen | P47898 | HTR5A cell line, luminescence, inverse agonism | inhibition, % at 9.3 µM | actives 0.083% (n = 340,000); in the data active = inhibition mostly above about 23%, no sharp cut-off; inactive = mostly below about 18%;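 also: 0% = cells with DMSO and 100% = no-cell wells with DMSO; some compounds called inactive have numbers as strong as hits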
* hit, by the source's call; / = not tested or not shown. Random draw from the library; any-hit rate near 2.8%.

Start of the listing, in advance:
Sequence of screens – OPRM1-OPRD1 ag	OPRM1-OPRD1 inv	CAL PDZ FP	V-ATPase pH	Keap1-Nrf2 PPI	Cardiac RTF inh	HTR5A ag ctr	RTF Ca sens act	LANA DNA inh	HTR5A inv ctr
CCOC(=O)CSc1nc2sc(C)c(C)c2c(=O)n1C
 : 0.2	-1	2	-2	-5	-3	0	2	0.9	2
NS(=O)(=O)c1ccc(CNC(=O)c2ccc3ccccc3n2)cc1
 : -1.4	9	-3	3	1	2	0	-8	0.6	27

The whole of this part (from the top)
Sequence of screens – OPRM1-OPRD1 ag	OPRM1-OPRD1 inv	CAL PDZ FP	V-ATPase pH	Keap1-Nrf2 PPI	Cardiac RTF inh	HTR5A ag ctr	RTF Ca sens act	LANA DNA inh	HTR5A inv ctr
CCOC(=O)CSc1nc2sc(C)c(C)c2c(=O)n1C
 : 0.2	-1	2	-2	-5	-3	0	2	0.9	2
NS(=O)(=O)c1ccc(CNC(=O)c2ccc3ccccc3n2)cc1
 : -1.4	9	-3	3	1	2	0	-8	0.6	27
Cc1cccc(C)c1OCC(O)Cn1ccnc1C (stereo not drawn)
 : -1.2	7	/	5	-4	-1	13	10	-0.3	-39
O=C(c1ccc2c(=O)n(Cc3ccccc3)c(=S)[nH]c2c1)N1CCOCC1
 : -1.8	10	-6	-1	2	6	-1	-1	2.4	4
O=C(NC1CCCCC1)C1COc2ccccc2O1 (stereo not drawn)
 : 0.7	-4	1	-3	-4	-12	3	7	-0.9	7
COc1ccccc1N1CCN(C(=O)c2ccc3c(Cl)c4c(nc3c2)CCCC4)CC1
 : 3.5	-19	/	6	-6	-15	0	7	0.2	-13
Oc1c(/C=N/c2ncn[nH]2)ccc2ccccc12
 : 0.3	-1	1	2	-5	-11	-1	-2	0.4	4
CCOC(=O)C1=C(C)N=c2s/c(=C/c3cccc([N+](=O)[O-])c3O)c(=O)n2C1c1ccc(OC)cc1OC (stereo not drawn)
 : -3.4	17	5	2	-5	1	-4	-1	/	13
CC(=O)Nc1ccc(C(=O)CN2C(=O)NC3(CCOc4ccccc43)C2=O)c(F)c1 (stereo not drawn)
 : -4.4	17	40*	-5	-2	0	3	-5	-0.5	-3
CC(C)c1ccccc1NC1=CC(=O)CC(C)(C)C1
 : -2.2	12	-1	-3	2	-5	6	4	-0.5	11
COc1ccccc1Cn1c(=S)[nH]c2cc(C(=O)N3CCN(C)CC3)ccc2c1=O
 : 0.3	-2	/	2	-1	-6	2	7	0.8	29
O=C(O)c1ccc(NS(=O)(=O)c2ccc(Cl)c(C(=O)Nc3ccccc3)c2)cc1
 : 0.8	-4	-4	-1	-5	-1	0	-2	3.1	1
C[C@H](O)[C@@H]1C(=O)N2CCc3ccc(N4CCN(C)CC4)cc3[C@@H]2C[C@@H]1N(C)C(=O)NC1CCCCC1
 : /	/	3	-2	-1	-4	/	-1	0.5	/
COc1cc(C(=O)NNC(=O)Cc2ccc(S(=O)(=O)N3CCOCC3)s2)cc(OC)c1OC
 : -0.9	5	0	9	-2	-1	1	4	-0.1	1
O=c1[nH]c(-c2ccccc2)nnc1-c1ccccc1
 : -0.5	3	8	0	2	-6	4	-2	-0.7	-26
Cc1cc(NS(=O)(=O)c2ccc(NC(=O)CNS(=O)(=O)c3ccccc3)cc2)nc(C)n1
 : -2.8	14	-5	-5	-3	0	0	-7	0.5	-1
O=C(CN1C(=O)NC2(CCCC2)C1=O)Nc1cc(C(F)(F)F)ccc1N1CCCCC1
 : 4.0	-26	-10	0	-5	-18	-2	-4	0.1	5
COc1ccccc1N1CCN(C(=O)c2ccc3c(=O)n(Cc4ccco4)c(=S)[nH]c3c2)CC1
 : -2.1	10	0	4	-3	-10	-1	1	-1.4	-17
COc1ccc(Br)cc1CN(C)C(=O)c1cnc(C)cn1
 : -1.4	8	1	-1	2	-4	2	5	-0.2	-6
COc1cccc(CC2(CO)CCCN(C(=O)c3cc[n+]([O-])cc3)C2)c1 (stereo not drawn)
 : -2.6	13	0	1	3	-6	-3	-1	1.3	0
COCCn1c(SCC(=O)N2CCOCC2)nc2ccccc2c1=O
 : -1.2	8	2	-2	-4	0	4	-1	-0.1	10
CCOC(=O)c1c(-c2ccccc2)csc1NC(=O)CCN1C(=O)c2ccccc2C1=O
 : -0.7	3	-2	0	-9	-9	2	5	0.4	-4
Cc1ccccc1NC(=O)COC(=O)c1n[nH]c(=O)c2ccccc12
 : -1.9	12	1	-3	3	-3	1	0	1.2	-3
CCN(CC)S(=O)(=O)c1ccc(NC(=O)Cn2cnc3ccccc3c2=O)cc1
 : -2.3	13	-4	-1	2	3	4	5	0.9	8
CC(=O)c1cccc(S(=O)(=O)NCCC(=O)NC2CCCCCC2)c1
 : -3.9	16	-5	6	-1	0	1	3	2.0	26
COc1ccc(Oc2ncnc3sccc23)cc1
 : -1.0	5	7	5	-1	-3	-1	1	0.3	8
O=C(Nc1nc2ccc(Br)cc2s1)c1ccco1
 : -1.0	5	/	-1	1	-3	7	4	3.9	12
O=C(CN1CCc2ccccc21)NN1CC(=O)N(c2ccccc2)CC1=O
 : -1.2	6	-4	-3	1	-4	2	-4	0.8	-30
CCN(CC)S(=O)(=O)c1cc(NC(=O)C(C)N2CCc3ccccc32)ccc1C (stereo not drawn)
 : 1.2	-6	-1	-2	1	-5	-1	1	-0.5	4
Cc1ccc(C)c(OCCC(=O)Nc2ccc(S(=O)(=O)N3CCCC3)cc2)c1
 : -0.8	3	2	1	-1	-2	-2	-7	1.8	5
COc1ccc(-c2nc3ccccc3c(C(=O)Nc3ccc(S(=O)(=O)Nc4cc(C)on4)cc3)c2C)cc1
 : -5.7	24	-2	1	-2	-4	-2	2	1.5	5
Cc1n[nH]c(=O)n1-c1ccc(Oc2ccccc2)cc1
 : -0.2	1	1	3	-2	-9	-1	-2	0.3	-6
CC1(c2ccc(OC(F)F)cc2)NC(=O)N(CC(=O)Nc2ccc(S(N)(=O)=O)cc2)C1=O (stereo not drawn)
 : -3.3	17	-4	0	-1	2	-4	-3	-0.6	11
CCOC(=O)c1ccccc1NC(=O)COC(=O)CCNS(=O)(=O)c1ccccc1
 : 2.9	-12	0	2	4	-3	0	-1	1.1	-1
CCCCN(C(=O)CNC(=O)c1ccco1)C(C(=O)NC1CCCCC1)c1cccnc1 (stereo not drawn)
 : -1.6	8	-3	1	-3	-22	-1	-5	-0.1	7
Cc1cc(C(=O)OCC(=O)Nc2ccccc2C(F)(F)F)on1
 : -2.4	12	-1	0	1	-1	-3	7	0.8	11
Cn1c(C(=O)OCC(=O)NCCc2ccccc2)cc2sccc21
 : -0.9	5	-1	0	-2	2	4	8	-1.4	4
CCOc1ccc(N2C(=O)CC(NCCc3c[nH]c4ccccc34)C2=O)cc1 (stereo not drawn)
 : -0.9	6	/	6	-2	-11	71*	-3	-0.9	-162
CC(C)CNC(=O)C(=O)NNC(=O)C1CCCCC1
 : -3.6	19	/	4	-2	-4	2	-2	-1.4	3
Cc1onc(-c2ccccc2)c1C(=O)Nc1cccc(C#N)c1
 : -2.2	11	9	-4	1	-9	-3	0	0.0	9
O=C1NC(=O)C(=O)N1
 : -1.1	6	-4	-6	4	2	4	-4	2.7	-6
CNC(=S)N(Cc1ccc(OC)cc1)Cc1cc2ccc(C)cc2[nH]c1=O
 : -0.3	2	2	4	1	4	1	-5	2.2	-3
C[C@@H]1CC[C@]2(O[C@@H](CCO)C[C@@H](O)[C@@H]2O)O1
 : -2.1	11	0	-5	-3	-6	-3	6	1.2	-23
CCOP(=O)(/C(C#N)=C(\C)O)c1ccccc1 (stereo not drawn)
 : -0.7	5	2	1	-7	-1	4	-3	-0.2	7
CC(C)(C)c1ccc2c(c1)C(=O)c1ccccc1C2=O
 : 3.5	-25	-1	1	-3	6	0	-2	0.6	0
COc1ccccc1-c1ccc(Nc2ccc(C(=O)N3CCOCC3)cc2)nn1
 : -0.2	1	-6	-3	-3	-1	5	1	-2.6	-12
COc1ccc(C(=O)c2ccc(OC)c3cccc(O)c23)cc1OC
 : 0.7	-4	4	-8	1	11	14	1	1.4	-38
CC1=C(C(=O)Nc2ccccc2)C(c2cccc([N+](=O)[O-])c2)Nc2nc3ccccc3n21 (stereo not drawn)
 : -0.8	4	1	17*	-2	-2	2	-1	-0.6	-4
Cc1cc(=O)n(CCCO)c(O)c1C#N
 : 0.2	-1	-1	-4	4	-8	-3	-2	9.6	8
Cc1cnc(NC(=O)CCCNC(=O)c2ccc(Cl)cc2)s1
 : -0.8	3	-5	-3	1	-5	-2	-2	-1.9	6
CCC(C)NC(=O)CCNS(=O)(=O)c1ccc(Br)cc1 (stereo not drawn)
 : -2.5	13	-1	0	-4	2	-4	-2	-3.5	13
CSC1=NCCN1C(=O)c1ccc(S(=O)(=O)N2CCCC2)cc1
 : -1.4	8	-2	0	-3	-11	0	-1	0.4	0
CCCCC(=O)N=c1sc2cc(S(C)(=O)=O)ccc2n1C
 : 1.1	-7	-6	2	-5	-3	-1	-1	1.8	-11
CCCCn1c(N)c(N(CC)C(=O)Cc2ccc(S(=O)(=O)N3CCOCC3)s2)c(=O)[nH]c1=O
 : -2.5	13	-1	0	-4	-8	7	-3	1.6	-17
COc1cccc(NC(=O)CC2COc3ccccc3O2)c1 (stereo not drawn)
 : -1.0	5	0	0	-7	-16	3	2	-1.1	-34
O=C(CSc1ncccc1-c1nc2ccccc2[nH]1)N1CCc2ccccc21
 : -0.6	3	5	-2	-5	-15	0	2	2.3	1
CC(C)CN1C(=O)c2ccc(NC(=O)c3ccco3)cc2C1=O
 : 0.0	0	-3	-1	0	4	2	2	0.4	-4
COc1ccc(C(=O)NCCn2ccc3ccccc32)cc1
 : -3.2	14	-3	0	3	-4	3	-3	1.0	13
CC(=O)Nc1nnc(SCC(=O)NCCOc2ccccc2)s1
 : -1.5	8	-2	15	0	-2	0	0	1.0	1
COc1ccc(-c2cc(=O)[nH]c(=O)[nH]2)cc1
 : -2.3	13	6	0	1	-12	1	5	1.5	-1

Further results follow.
Sequence of screens – OPRM1-OPRD1 ag	OPRM1-OPRD1 inv	CAL PDZ FP	V-ATPase pH	Keap1-Nrf2 PPI	Cardiac RTF inh	HTR5A ag ctr	RTF Ca sens act	LANA DNA inh	HTR5A inv ctr
CN1CCN(/C(=N\O)c2nonc2N)CC1
 : -2.6	16	-2	5	2	-1	2	-4	-0.4	-14
CN(c1ccc(F)cc1)S(=O)(=O)c1ccc(Cl)c(C(=O)NCC2(N3CCOCC3)CCCCC2)c1
 : 1.2	-4	2	4	-3	-5	7	-1	-2.3	1
COc1ccccc1NC(=S)N/N=C/c1cccc(C)c1
 : 4.2	-22	-4	-1	-2	5	1	3	-0.6	10
C=CCn1c(N/N=C/c2ccc(O)cc2)nc2ccccc2c1=O
 : 3.2	-16	0	3	3	-12	2	-1	-0.4	-6
CCCCC(=O)N1CCN(c2ccc(OC)cc2[N+](=O)[O-])CC1
 : -2.2	12	9	3	-4	2	2	-11	1.1	-6
Cn1c(N)c(S(=O)(=O)NCc2ccccc2Cl)c(=O)n(C)c1=O
 : -2.6	13	0	-3	3	1	-1	-3	0.9	4
Cc1ccc(C(=O)Nc2ccccc2N2CCN(C(=O)C(C)C)CC2)cc1
 : -1.9	11	-5	-1	6	0	3	-4	0.3	-7
